High-throughput results from PubChem BioAssay.
HCV inhibitor: HCV inhibition; Huh7.5.1 HCVcc-Cre infection, luciferase reporter, 44 h; 3.4% of 340,000 active; AID 651820; Potency, µM (doses to about 41.8 µM), inactives show at the top dose activity change, negative = inhibition, usual class: inhibitors
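Whole-lifecycle infectious HCVcc-Cre system; cells 1,000/well, compound then virus (~0.5 moi) added 4 h after plating, 44 h culture. Luciferase read 15 sec following 15 min substrate incubation, room temp.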
LmPK inh: blocks Leishmania mexicana pyruvate kinase activity. Q27686. purified LmPK, Kinase-Glo ATP luminescence, 1 h. Potency, µM (titrated, usually from 57.5 µM), for inactives: at the highest dose activity change, negative = inhibition, hits mostly inhibitors. 0.37% of 290,000 active
Target sequence (Q27686 whole entry, looked up): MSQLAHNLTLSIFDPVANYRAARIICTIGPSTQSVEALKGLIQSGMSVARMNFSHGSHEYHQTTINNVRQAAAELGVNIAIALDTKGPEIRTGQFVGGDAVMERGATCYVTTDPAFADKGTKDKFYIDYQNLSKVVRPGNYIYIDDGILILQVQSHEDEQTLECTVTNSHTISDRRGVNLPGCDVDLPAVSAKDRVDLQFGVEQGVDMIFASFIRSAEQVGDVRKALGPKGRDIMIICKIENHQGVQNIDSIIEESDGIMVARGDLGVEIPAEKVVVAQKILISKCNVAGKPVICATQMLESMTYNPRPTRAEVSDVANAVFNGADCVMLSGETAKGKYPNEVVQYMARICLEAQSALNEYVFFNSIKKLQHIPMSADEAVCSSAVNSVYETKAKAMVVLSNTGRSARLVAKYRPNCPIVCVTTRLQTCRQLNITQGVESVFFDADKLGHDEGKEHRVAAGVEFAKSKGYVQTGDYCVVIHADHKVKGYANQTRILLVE
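Purified LmPK (0.1 nM) with 0.5 mM PEP and 0.1 mM ADP in imidazole buffer pH 7.2 with MgCl2/KCl, 1 h at room temperature. ATP formed was read by luciferase luminescence and normalized to no-enzyme and uninhibited controls.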
Pf growth 96h: inhibits malaria parasite growth, 96 h | P. falciparum luciferase reporter growth, 96 h | Potency, µM (series often up to 28.7 µM), without a hit: top-dose activity change, negative = inhibition, usual class: inhibitors | 6.9% of 320,000 active
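Two-generation exposure (96 h) targets delayed-death phenotype. Reporter parasites carrying integrated firefly luciferase, in red cells at 2% hematocrit and 0.05% parasitemia final, kept at 37 C, 5% CO2; luminescence loss indicates inhibition.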
Pf growth 48h: inhibits P. falciparum growth in the first generation, 48 h. P. falciparum luciferase growth in erythrocytes, 48 h. Potency, µM (titrated, usually from 28.7 µM), for the others: at the highest dose activity change, negative = inhibition, actives largely listed as inhibitors. 5.9% of 310,000 active. AID 504832
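Luciferase-expressing parasites in RBCs, 2% Hct / 0.1% parasitemia final; RPMI 1640 + 0.5% Albumax; 37 C, 5% CO2, one generation; luminescence read-out, lower signal = inhibition.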
Tb PYK inh: T. brucei pyruvate kinase inhibition | Potency, µM (series often up to 76.8 µM), for the others: at the top dose activity, negative = inhibition, usual class: inhibitors | TbPYK enzyme, Kinase-Glo Plus ATP luminescence, 45 min | 0.12% of 410,000 active | Q57TT1; further: nearly all actives have a fitted effect of over 50% in size
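Glycolytic pyruvate kinase of T. brucei was incubated with substrate, test compound and 130 uM ADP for 45 minutes at room temperature. Luminescent Kinase-Glo Plus signal was measured after 10 minutes.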
Sm TGR inh: inhibitors of Schistosoma mansoni thioredoxin glutathione reductase. AID 485364. Potency, µM (top dose mostly 114 µM), for inactives: at the top dose activity change, negative = inhibition, hits mostly inhibitors. purified TGR, DTNB reduction, TNB absorbance 405 nm. 3% of 360,000 active; further: nearly all actives have a fitted effect of over 60% in size
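TGR 20 nM + NADPH 100 uM (dispensed conc.), cpd preinc 15 min RT; start with NADPH (500 uM addition) then DTNB (15 mM addition). Kinetic TNB absorbance, 405 nm filter. Four-parameter Hill fit across titration.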
Active calls of the source: *; ? = inconclusive; · = no result given; & = joins results of further samples; [ ] = dose if it differs, or a comment. The call rests on the fitted dose curve; in most records, active means well fitted curve in the direction sought with a large enough effect; inconclusive means small, poorly fitted or top-dose-only effect, or another doubt; inactive means no such curve, though single readings can be large; an effect the other way counts as inactive or inconclusive. On the % scale 0 is the no-effect control and ±100 the full control effect; potency means the concentration at half of the fitted maximal effect.

Preview, 5 compounds:
SMILES | HCV inhibitor | LmPK inh | Pf growth 96h | Pf growth 48h | Tb PYK inh | Sm TGR inh
Cn1c(SCCC#N)nnc1-c1ccc(F)cc1 | · | 7% | 7% | 19% | · | 7%
O=C(NCc1ccccn1)c1cc(-c2ccncc2)nc2ccccc12 | ? | · | ? | ? | 2% | -13%
CC(C)(C)NC(=O)NC(=O)COC(=O)CNS(=O)(=O)c1ccc(Br)cc1Cl | 1% | 2% | 2% | 0% | 3% | 6%
CCNC(=O)N1CCC(n2nccc2NC(=O)CCOc2ccccc2)CC1 | 8% | 6% | ? | -3% | 4% | -3%
CC1Oc2ccccc2N(CC(=O)NC2CC2)C1=O (stereo unspecified) | 11% | -12% | 16% | 26% | -1% | 5%

This part in full, from the start:
SMILES | HCV inhibitor | LmPK inh | Pf growth 96h | Pf growth 48h | Tb PYK inh | Sm TGR inh
Cn1c(SCCC#N)nnc1-c1ccc(F)cc1 | · | 7% | 7% | 19% | · | 7%
O=C(NCc1ccccn1)c1cc(-c2ccncc2)nc2ccccc12 | ? | · | ? | ? | 2% | -13%
CC(C)(C)NC(=O)NC(=O)COC(=O)CNS(=O)(=O)c1ccc(Br)cc1Cl | 1% | 2% | 2% | 0% | 3% | 6%
CCNC(=O)N1CCC(n2nccc2NC(=O)CCOc2ccccc2)CC1 | 8% | 6% | ? | -3% | 4% | -3%
CC1Oc2ccccc2N(CC(=O)NC2CC2)C1=O (stereo unspecified) | 11% | -12% | 16% | 26% | -1% | 5%
COc1ccc(C(=O)NC(C)CCc2ccccc2)c(O)c1 (stereo unspecified) | -25% | -2% | ? | ? | 5% | -12%
CCc1c(C)sc(NC(=S)NC(C)C2CCCO2)c1C(=O)OC (stereo unspecified) | ? | -1% | ? | ? | -7% | -12%
CCOC(=O)c1ccccc1NC(=O)CSc1ncc(C(=O)OCC)c(N)n1 | -25% | 5% | 1% | -11% | 7% | 0%
CCCc1cc(=O)[nH]c(SCC(=O)Nc2cc(C)on2)n1 | 20% | 5% | ? | 17% | 1% | 2%
Nc1nc(SCCO)[nH]c(=O)c1NC(=O)c1ccco1 | 19% | · | -22% | 22% | -14% | 8%
O=C(CN(C(=O)c1csnn1)c1ccccc1Cl)NCCc1ccccc1 | -7% | -4% | 12% | 5% | -1% | 0%
CC(C)Cn1c(-c2ccncc2)n[nH]c1=S | 10% | 2% | 3.7µM* | 3% | ? | 0%
O=C(CN(Cc1cccs1)C(=O)CNS(=O)(=O)c1ccc(Cl)cc1)NCc1ccco1 | -11% | 3% | · | -15% | -1% | -11%
Cc1cnc(C(=O)OCC(=O)Nc2cc(S(=O)(=O)N3CCCCC3)ccc2Cl)cn1 | -3% | 0% | ? | -8% | 0% | -6%
COc1ccc(CNC(=O)N2CCN(c3ccc(F)cc3)CC2)cc1Cl | -12% | -4% | -7% | 343%[activator] | 1% | -2%

Two records picked at random from the list so far:
SMILES | HCV inhibitor | LmPK inh | Pf growth 96h | Pf growth 48h | Tb PYK inh | Sm TGR inh
O=C(NCc1ccccn1)c1cc(-c2ccncc2)nc2ccccc12 | ? | · | ? | ? | 2% | -13%
CC(C)(C)NC(=O)NC(=O)COC(=O)CNS(=O)(=O)c1ccc(Br)cc1Cl | 1% | 2% | 2% | 0% | 3% | 6%

The list continues:
SMILES | HCV inhibitor | LmPK inh | Pf growth 96h | Pf growth 48h | Tb PYK inh | Sm TGR inh
O=c1c2nnn(Cc3ccccc3)c2ncn1-c1ccccc1 | 6% | 3% | 4% | 6% | 2% | 2%
CC(N)CCCC(C)(C)O (stereo unspecified) | · | · | 3% | -15% | -5% | ·
O=C(Nc1cccnc1Cl)c1cc([N+](=O)[O-])ccc1Cl | -16% | 6% | ? | -23% | 6% | -13%
COc1cc(OC)cc(-n2nc(C(=O)NCCCN3CCOCC3)c3ccccc3c2=O)c1 | -23% | -11% | ? | 8% | -3% | 3%
CC(C)OC(=O)NCCOC(=O)Nc1ccc(Cl)c(Cl)c1 | ? | 3% | 53% | ? | 5% | -8%
CCCOc1ccc(CSC(=N)N)cc1C(=O)OC | -24% | 2% | ? | ? | 0% | 20%
Cc1ccc(NC(=S)Nc2cccc3cnccc23)cc1C | ? | 1% | ? | ? | -2% | ?
Cc1ccc(Cl)cc1N1CCN(C(=O)c2ccccc2SCC(=O)N2CCCC2)CC1 | 11µM* | · | ? | ? | -5% | -11%
N#Cc1cc(-c2ccccc2)nc(NN)n1 | -4% | -7% | 10µM* | ? | -1% | 5%
Cc1ccc(C(=O)C(=S)N2CCOCC2)cc1 | 6% | -3% | 40%[activator] | -3% | 3% | -13%
Nc1sc2c(c1C(=O)NCCc1ccccc1)CCC2 | -2% | 0% | -11% | 13µM* | -15% | ·
Cc1ccc(-n2c(CNC(=O)c3cccs3)nnc2SCC(=O)NO)cc1 | 16% | 5% | ? | ? | 0% | -2%
CCN1CCN(CC(=O)N2N=C(c3cccs3)CC2c2ccc(OC)c(OC)c2)C(=O)C1=O (stereo unspecified) | -27% | -1% | ? | ? | 0% | -1%
O=C(Nc1cc([N+](=O)[O-])ccc1F)c1ccc2ccccc2c1 | -23% | 0% | ? | 53%[activator] | 0% | -1%
Cc1ccc(-c2cnc(N)n2C)cc1C | ? | -4% | 4.7µM* | ? | -10% | -1%
O=S1(=O)[C@H]2C[C@@H]3C=C[C@@]2(CN1Cc1ccc(F)cc1)O3 | 10% | -7% | 46%[activator] | 9% | -15% | -13%
NC(=O)NCc1ccccc1F | -6% | 6% | 52%[activator] | 47%[activator] | -1% | 1%
Cc1ccc(CNC(=O)CCc2nc(-c3cccs3)no2)cc1 | -11% | 0% | ? | · | 0% | 0%
NS(=O)(=O)c1cc(C(=O)OCC(=O)NC2CC2)ccc1Cl | -4% | -6% | 25% | · | 1% | 0%
Cc1ccccc1-c1ccc(=O)n(CC(=O)Nc2ccc(N3CCOCC3)cc2)n1 | ? | 0% | 12%[5.75 µM] | 7% | 13% | -6%
O=C(Nc1nc(-c2ccccc2)cs1)Nc1ccc(F)cc1F | ? | 3% | -14% | 21% | 0% | 53%[activator]
COc1ccccc1NS(=O)(=O)c1cc(C(=O)NCC(C)(C)N2CCOCC2)ccc1C | 16% | · | -3% | -23% | -8% | 6%
Cc1cccc(-n2ncc3c2CCCC3NC(=O)CN2CCCC2=O)c1C (stereo unspecified) | -9% | -7% | -3% | 0% | -2% | -1%
CNc1cc(N2CCN(C)CC2)ccc1[N+](=O)[O-] | 10% | 0% | -12% | -9%[5.75 µM] | 0% | 7%
O=C(NNc1ccccc1F)c1ccccc1 | 11% | -2% | 13% | 4% | -1% | -7%
COc1cccc(NC(=O)c2ccc3c(c2)N(C)CCS3)c1 | 10µM* | ? | 7.4µM* | 9% | -11% | 1%
CCOc1ccc(NC(=O)C/C(C)=N/NC(=O)Cc2cccs2)cc1 | 9% | -3% | 4% | 18% | 3% | 0%
COC(=O)c1cc(OC)c(OC)cc1NC(=O)c1ccco1 | 6.3µM* | -2% | -35% | -19% | 12% | 0%
CC(C)CC(=O)Nc1nnc(SCC(=O)Nc2nccs2)s1 | · | 5% | 57%[activator] | -3% | 1% | -2%
Oc1ccc(Br)cc1-c1cc(-c2ccco2)[nH]n1 | ? | 0% | · | 12µM* | -11% | -27%
CCNC(=O)CN(c1ccc(Br)c(C)c1)S(C)(=O)=O | -2% | -2% | ? | 23% | 2% | 9%
O=[N+]([O-])c1ccc(N/N=C/c2ccc(OCc3cccc4ccccc34)cc2)nc1 | -15% | 0% | 7.4µM* | ? | -1% | 0%
Cc1ccc2oc(C(=O)N3CCN(CCO)CC3)c(C)c2c1 | 6% | 2% | ? | 5% | 0% | -15%
CCC(C)(C)NC(=O)C(c1cccc(OC)c1OC)N(CC(C)C)C(=O)CCC(=O)Nc1cc(C)on1 (stereo unspecified) | -18% | -3% | 0% | -27% | -21% | -4%
Cc1ccc(S(=O)(=O)/N=c2\scc(C)n2C)cc1 | 3% | · | -23% | -22% | -5% | -11%
COC(=O)/C(=C\C(=O)c1ccc([N+](=O)[O-])cc1)Nc1ccc(OC)cc1 | 3% | 0% | 27% | 27% | 3% | -19%
CC(C)N(C(=S)Nc1cccnc1)c1ccccc1 | 18% | 10% | 39%[activator] | -5% | -3% | 0%
OC(COCc1ccc(Cl)cc1)CN1CC=C(c2ccccc2)CC1 (stereo unspecified) | -4%&-2% | 0% | 3.3µM* | 9.3µM* | 1%&-5% | -16%
Cc1ccc(CC2CC(=O)N(c3nc4ccccc4n3C)C2=O)cc1 (stereo unspecified) | 20% | 4% | · | 15% | 1% | 3%
Cc1nnc(SCC2=C(C(=O)O)N3C(=O)C(NC(=O)Cn4ncc(Cl)c4C)C3SC2)s1 (stereo unspecified) | 14% | 37% | ? | ? | -13% | 3.2µM*
CCc1cccc(OCC(=O)Nc2ccc(S(=O)(=O)Nc3onc(C)c3C)cc2)c1 | 1% | 8% | ? | · | -9% | 0%
O=C(COC(=O)CC1CCCC1)Nc1cccc(F)c1 | -18% | · | -3% | 25% | -2% | -6%
CCOc1ccc(N2CC(C(=O)Nc3nnc(SCCOC)s3)CC2=O)cc1 (stereo unspecified) | -24% | 0% | -14% | -21% | -9% | 7%
CCc1nc2ccccc2n1CCC(=O)O | 14% | 0% | ? | 4% | -1% | -26%
CC(=O)NCCNC(=O)c1ccc(Cn2c(=O)[nH]c3ccsc3c2=O)cc1 | 8% | -6% | ? | 16% | 0% | -19%

Single records, as listed above:
CCc1cccc(OCC(=O)Nc2ccc(S(=O)(=O)Nc3onc(C)c3C)cc2)c1 is entered as HCV inhibitor: 1%; LmPK inh: 8%; Pf growth 96h: ?; Pf growth 48h: ·; Tb PYK inh: -9%; Sm TGR inh: 0%
CCc1nc2ccccc2n1CCC(=O)O is entered as HCV inhibitor: 14%; LmPK inh: 0%; Pf growth 96h: ?; Pf growth 48h: 4%; Tb PYK inh: -1%; Sm TGR inh: -26%
Cc1nnc(SCC2=C(C(=O)O)N3C(=O)C(NC(=O)Cn4ncc(Cl)c4C)C3SC2)s1 (stereo unspecified) is entered as HCV inhibitor: 14%; LmPK inh: 37%; Pf growth 96h: ?; Pf growth 48h: ?; Tb PYK inh: -13%; Sm TGR inh: 3.2µM*

Next section.
SMILES | HCV inhibitor | LmPK inh | Pf growth 96h | Pf growth 48h | Tb PYK inh | Sm TGR inh
CC(=O)c1cn(CC(=O)Nc2ccccc2)c2ccccc12 | ? | 0% | · | ? | -1% | -3%
COc1ccccc1OCC(=O)NCC(c1cccs1)N1CCOCC1 (stereo unspecified) | 23% | 2% | -2% | -17% | 6% | -6%
CN1C(=O)/C(=C\c2ccco2)N=C1c1ccc(Cl)cc1Cl | -1% | 5% | 21% | 4% | 0% | -30%
COc1ccccc1-c1coc2c(CN3CCCCC3C)c(O)ccc2c1=O (stereo unspecified) | 21% | 8% | ? | ? | 0% | -1%

Quoted from the listing:
CC(=O)c1cn(CC(=O)Nc2ccccc2)c2ccccc12 @ Tb PYK inh = -1%
COc1ccccc1OCC(=O)NCC(c1cccs1)N1CCOCC1 (stereo unspecified) @ LmPK inh = 2%
